PDI inh – inhibitors of human PDI, primary screen, biochemical, turbidity, single point, plate reader | Protein disulfide-isomerase (Homo sapiens), P07237 | PDI insulin aggregation turbidity, A650, 90 min | inhibition, % at 10 µM | 350,000 tested, 0.052% active | AID 588391, 2011;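 active = mean inhibition across replicates of 30% or more, whatever share of single replicates reach that level; inconclusive = mean inhibition below 30% while every single replicate reaches 30%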;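 note: absorbance from insulin aggregation driven by PDI reduction with DTT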
Target sequence (P07237 whole entry, looked up): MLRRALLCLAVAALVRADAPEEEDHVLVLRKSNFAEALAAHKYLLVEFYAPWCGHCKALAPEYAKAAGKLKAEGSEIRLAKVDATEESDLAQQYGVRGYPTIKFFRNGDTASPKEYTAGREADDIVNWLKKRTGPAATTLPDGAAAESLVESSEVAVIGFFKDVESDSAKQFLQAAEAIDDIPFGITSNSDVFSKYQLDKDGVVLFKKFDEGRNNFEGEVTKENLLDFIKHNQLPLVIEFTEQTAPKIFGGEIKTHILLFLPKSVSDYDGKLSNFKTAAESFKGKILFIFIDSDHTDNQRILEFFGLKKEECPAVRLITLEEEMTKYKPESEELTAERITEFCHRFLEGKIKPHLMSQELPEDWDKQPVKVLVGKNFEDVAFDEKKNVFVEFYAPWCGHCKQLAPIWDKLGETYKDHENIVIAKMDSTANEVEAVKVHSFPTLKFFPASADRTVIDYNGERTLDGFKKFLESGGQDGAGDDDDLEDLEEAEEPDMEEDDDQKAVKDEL
hiPSC survival – enhancers of single-cell hiPSC survival, primary screen, ATPlite luminescence | 100% = ROCK inhibitor wells, 0% = DMSO | survival enhancement, % at 20 µM | 360,000 tested, 0.044% active | AID 602274, 2012; in the data active = survival enhancement above about 18%;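 note: cells exposed to compounds for 16 hours before the ATP read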
aDG glyco up – activators of alpha-DG glycosylation, primary screen, uHTS, Pro5-aDG cells, AlphaScreen; alpha-DG glycosylation AlphaScreen (IIH6); 0% Pro5, 100% B10-LARGE cell signal; activation, % at 10 µM; 360,000 tested, 0.22% active; AID 624168, 2012;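 active = activation of at least 8% versus controls, or a plate z-score of at least 8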;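 note: Pro5 are CHO cells carrying HIG-tagged alpha-DG that lacks glycosylation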
Exocytosis inh – LAMP-1 surface exposure blockers, TALL-104 cells – cell-based, flow cytometry, MLPCN library, primary screen; TALL-104 LAMP-1 surface exposure; cells stimulated with thapsigargin and PMA; inhibition, % at 10 µM; 360,000 tested, 0.66% active;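 active = inhibition above about 55%, limit read from the data; inconclusive = no clear call, values can overlap the other calls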
H9c2 protect – cardioprotection against H2O2-induced cell death, primary screen, uHTS, H9c2 cells, ATPLite luminescence | H9c2 cardiomyocytes, H2O2 injury protection, 2 h | 360,000 tested, 0.63% active | AID 588492, 2011 | protection from H2O2 cell death, % at 20 µM;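 active = compounds giving at least 50% protection of heart cells from peroxide-induced death in the single-dose screen, raw or plate-pattern-corrected value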;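 note: 0% = DMSO wells with peroxide and 100% = DMSO wells without peroxide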
Vif inh – HIV Vif self-association inhibitors, primary screen, imaging, HEK293T, single point | HEK293T cells, Vif self-association by quenched fluorescence, 24 h | inhibition, % at 7.49 µM | 340,000 tested, 0.35% active | AID 602346, 2012; in the data active = inhibition above about 50%, passing the limit was not always enough; inconclusive = no clear call, values can overlap the other calls; inactive = below about 31%; note: some results filed as inactive read as strong as hits
CaV13 ICDI inh – Disruptors of the CACNA1D IQ motif to Ca2+-dependent inactivation inhibitor domain association, primary screening, Förster resonance energy transfer in intact living …. AID 743397. inhibition, % at 12.3 µM. 340,000 tested, 0.098% active. HEK cells, CFP/YFP FRET ICDI-IQ, plate reader, 10 min; percent FRET-ratio fall versus neutral wells;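 active = mean replicate inhibition of at least 30% and at least 1% of replicates passing that level; inconclusive = only one of the two criteria is met; inactive = neither criterion is met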;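 note: 0% = median of the neutral control wells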
Glyco luc inh – increase of ERlucT glycosylation luciferase signal, primary screen, N-linked glycosylation inhibitor project, D54 ERlucT cells, luminescence, set 2; reporter increase, % at 12.5 µM; D54 ERlucT glycosylation luciferase reporter, 24 h; percent of 100 nM tunicamycin response; 360,000 tested, 0.23% active; AID 588692, 2011;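 active = mean luciferase reporter signal, scaled so untreated is 0 and the glycosylation-blocking control 100, at or above a set limit in every replicate; inconclusive = mean reaches the limit but not every replicate does; inactive = mean below the limit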;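 note: luciferase carries N-glycosylation sites so blocking glycosylation raises the light; 0% = median of neutral control wells and 100% = median of 100 nM tunicamycin wells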
ABCB6 inh 2 – ABCB6 transporter inhibitors, primary screen, K562-ABCB6 cells, flow cytometry, MLPCN library. 360,000 tested, 0.19% active. ATP-binding cassette sub-family B member 6 (Homo sapiens), Q9NP58. fluorescence ratio to DMSO, % at 10 µM. K562-ABCB6 porphyrin accumulation, 1 h; hits give low values;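 active = fluorescence ratio to DMSO below 75%, the collection mean minus 3 SD; inconclusive = too few cells collected in the well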;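 note: signal is porphyrin accumulated inside mitochondria; 100% equals median channel fluorescence of DMSO control wells; lower ratio means ABCB6 inhibition with less porphyrin fluorescence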
HTR2A ag – mouse Htr2a agonists via beta-arrestin recruitment, primary screen, cell-based, luminescence. activation, % at 7.6 µM. 360,000 tested, 0.66% active. CHO-K1 mHTR2A beta-arrestin complementation; percent of 30 µM serotonin response;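 active = activation above a run cutoff, the mean activation of all tested compounds plus 3 SD, cut at about 14% in these data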;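 note: 0% = plate median of compound wells and 100% = 30 µM serotonin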
Target sequence (P35363 whole entry, looked up): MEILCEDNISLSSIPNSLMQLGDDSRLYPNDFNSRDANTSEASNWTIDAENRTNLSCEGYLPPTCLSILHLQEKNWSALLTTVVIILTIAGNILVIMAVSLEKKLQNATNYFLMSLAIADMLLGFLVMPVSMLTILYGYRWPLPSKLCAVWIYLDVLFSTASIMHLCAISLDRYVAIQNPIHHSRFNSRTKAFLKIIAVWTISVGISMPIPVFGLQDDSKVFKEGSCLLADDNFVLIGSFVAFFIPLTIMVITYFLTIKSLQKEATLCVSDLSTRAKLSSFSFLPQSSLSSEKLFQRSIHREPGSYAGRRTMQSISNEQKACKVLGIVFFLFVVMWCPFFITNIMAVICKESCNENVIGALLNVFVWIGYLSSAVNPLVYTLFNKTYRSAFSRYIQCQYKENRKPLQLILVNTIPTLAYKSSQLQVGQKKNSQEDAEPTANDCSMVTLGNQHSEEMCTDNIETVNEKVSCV
Numbers without * were called inactive; u = inconclusive; x = no result given.

Molecule	ABCB6 inh 2	aDG glyco up	Exocytosis inh	HTR2A ag	Glyco luc inh	PDI inh	Vif inh	H9c2 protect	hiPSC survival	CaV13 ICDI inh
Cc1cc2ncn(C3CC(=O)N(Cc4ccc(N5CCCC5=O)cc4)C3=O)c2cc1C (centres undefined)	99	-0.2	2	2	2	x	1	-6	1.6	-2
CCOc1ccccc1Nc1nnc(SCc2ccc(C(=O)OC)o2)s1	95	1.2	-3	1	4	-1	3	-15	-3.0	-5
Cc1ccsc1C(=O)C1CCCN(Cc2cn(C)nc2-c2ccccc2)C1 (centres undefined)	99	-0.3	-2	-6	0	-6	9	1	4.4	-4
Cc1ccc(S(=O)(=O)NC(=O)C2(C)CCN2C(=O)c2cccc(F)c2)cc1 (centres undefined)	104	0.0	-6	3	0	8	7	0	5.3	-4
CCOc1ccccc1NC(=O)CCSc1nc2n[nH]c(C)c2c(=N)n1-c1ccccc1Cl	96	-0.2	-1	1	0	-1	6	20	-1.8	-8
O=C(COc1ccccc1C(=O)O)Nc1cccc2ccccc12	88	0.0	0	16*	0	12	-8	-1	-0.4	-5
CCC(C)N(C(=O)CSc1nnc(-c2cccs2)n1C1CC1)C1CCS(=O)(=O)C1 (centres undefined)	96	0.0	8	-7	1	1	38	4	-0.3	-3
Cc1ccc(NC(=O)CCN2C(=O)CSC2=O)cc1	90	-0.2	6	-1	0	3	-8	1	-1.1	x
COc1ccc(CCNC(=O)CCS(=O)(=O)c2ccc(Br)cc2)cc1OC	108	0.3	-8	2	1	4	-9	2	4.0	-2
CC(C)(C)OC(=O)N[C@@H](Cc1ccccc1)C(=O)NCC1CCC(C(=O)N[C@@H](CC(=O)O)C(=O)O)CC1 (some centres undefined)	94	0.0	u	2	0	-4	2	3	-0.4	-7
COc1ccc(C2Nc3ccc4ccccc4c3-c3c2c(=O)oc2ccccc32)cc1 (centres undefined)	105	-0.3	6	4	109*	-4	4	30	-1.2	x
Cc1cccc(Nc2ncccc2C(=O)O)c1C	102	-0.2	3	-3	1	-4	-2	10	1.3	-5
CCc1c(C)sc(NC(=O)c2ccc(Br)o2)c1C(=O)OC	94	0.2	12	0	3	-2	x	0	2.8	-7
Cn1c(SCc2cccc(F)c2)nnc1-c1cnccn1	99	0.0	-3	-2	7	2	1	-3	1.9	-4
Cc1ccc(S(=O)(=O)N(C)C[C@@H]2Oc3c(NC(=O)C4CC4)cccc3C(=O)N([C@@H](C)CO)C[C@@H]2C)cc1	98	-0.1	0	-7	4	-19	x	-1	-1.7	-5

4 records picked at random from those above, as already listed:
Molecule	ABCB6 inh 2	aDG glyco up	Exocytosis inh	HTR2A ag	Glyco luc inh	PDI inh	Vif inh	H9c2 protect	hiPSC survival	CaV13 ICDI inh
CC(C)(C)OC(=O)N[C@@H](Cc1ccccc1)C(=O)NCC1CCC(C(=O)N[C@@H](CC(=O)O)C(=O)O)CC1 (some centres undefined)	94	0.0	u	2	0	-4	2	3	-0.4	-7
Cc1ccc(S(=O)(=O)N(C)C[C@@H]2Oc3c(NC(=O)C4CC4)cccc3C(=O)N([C@@H](C)CO)C[C@@H]2C)cc1	98	-0.1	0	-7	4	-19	x	-1	-1.7	-5
CCOc1ccccc1NC(=O)CCSc1nc2n[nH]c(C)c2c(=N)n1-c1ccccc1Cl	96	-0.2	-1	1	0	-1	6	20	-1.8	-8
Cn1c(SCc2cccc(F)c2)nnc1-c1cnccn1	99	0.0	-3	-2	7	2	1	-3	1.9	-4

More records
Molecule	ABCB6 inh 2	aDG glyco up	Exocytosis inh	HTR2A ag	Glyco luc inh	PDI inh	Vif inh	H9c2 protect	hiPSC survival	CaV13 ICDI inh
Cc1nn(-c2ccccc2)c(C)c1C(=O)OCC(=O)Nc1ccccc1C(F)(F)F	98	0.2	1	1	1	-5	9	1	-0.2	-5
FC(F)(F)c1cnc2c(c1)Nc1ccccc1S2	115	-0.3	0	-4	-2	0	5	-8	0.5	-6
Cc1ccc(-c2csc(NC(=O)c3ccccc3Cl)c2C(=O)O)cc1	92	0.0	19	-2	2	3	-6	-4	-0.4	-4
O=S(=O)(Nc1cccc2cccnc12)c1ccc(S(=O)(=O)N2CCCC2)cc1	96	0.9	23	-16	21	0	-1	6	-0.4	-7
CC(=O)C1=CCC(c2ccccc2)N(S(=O)(=O)c2ccc(Cl)cc2)C1 (centres undefined)	95	0.1	30	1	-1	x	x	0	-0.7	-5
Cc1ccc(S(=O)(=O)Nc2cccc(CP(=O)(c3ccccc3)c3ccccc3)c2)cc1	98	0.0	5	-4	-2	3	1	2	-0.4	-2
CCn1cc(CN2CCN(Cc3ccccc3)C(CCO)C2)c2ccccc21 (centres undefined)	96	0.0	25	-7	-1	3	-12	-2	1.0	-5
Cc1ccc2nc(N3CCN(C(=O)CCC(=O)O)CC3)nc(-c3ccccc3)c2c1	95	0.1	12	-6	2	12	-10	-2	-0.5	-5
Cc1c(C(=O)N2CCN(CCc3ccccn3)CC2)oc2ccc(Cl)cc12	96	-0.1	0	-13	0	-9	-3	-5	1.9	-6
CC(CNC(=O)COc1ccc2c(c1)OCO2)c1ccccc1 (centres undefined)	98	0.0	-2	-8	0	-4	18	2	0.1	-2
COc1ccc(OCC(=O)Nc2ccc(N3CCOCC3)cc2)cc1	104	-0.1	-2	0	-1	-3	-8	2	1.7	-6
CCOC(=O)c1[nH]c(C)c(C(=O)Nc2ccc3c(c2)CCC3)c1C	108	0.0	-8	2	5	-7	u	10	0.3	-5
COCCNC(=O)c1cc2c(c(-c3cccc(C#CC(C)(C)O)c3)n1)[C@@H](CCO)N(S(=O)C(C)(C)C)C2 (some centres undefined)	109	0.1	2	3	5	x	x	1	0.2	-9
Cc1cc(OC(C)C(=O)N(Cc2cccs2)C2CCS(=O)(=O)C2)ccc1Cl (centres undefined)	96	0.0	-2	1	2	x	1	6	-0.8	-6
Cc1ccc(C)c(CSc2nnc(-c3cccnc3)o2)c1	93	0.0	2	-2	0	-6	-6	-8	-1.9	-7

Four entries from above, reformatted.
> Cc1ccc(-c2csc(NC(=O)c3ccccc3Cl)c2C(=O)O)cc1
  ABCB6 inh 2: 92
  aDG glyco up: 0.0
  Exocytosis inh: 19
  HTR2A ag: -2
  Glyco luc inh: 2
  PDI inh: 3
  Vif inh: -6
  H9c2 protect: -4
  hiPSC survival: -0.4
  CaV13 ICDI inh: -4

> O=S(=O)(Nc1cccc2cccnc12)c1ccc(S(=O)(=O)N2CCCC2)cc1
  ABCB6 inh 2: 96
  aDG glyco up: 0.9
  Exocytosis inh: 23
  HTR2A ag: -16
  Glyco luc inh: 21
  PDI inh: 0
  Vif inh: -1
  H9c2 protect: 6
  hiPSC survival: -0.4
  CaV13 ICDI inh: -7

> CC(=O)C1=CCC(c2ccccc2)N(S(=O)(=O)c2ccc(Cl)cc2)C1 (centres undefined)
  ABCB6 inh 2: 95
  aDG glyco up: 0.1
  Exocytosis inh: 30
  HTR2A ag: 1
  Glyco luc inh: -1
  PDI inh: x
  Vif inh: x
  H9c2 protect: 0
  hiPSC survival: -0.7
  CaV13 ICDI inh: -5

> Cc1ccc(S(=O)(=O)Nc2cccc(CP(=O)(c3ccccc3)c3ccccc3)c2)cc1
  ABCB6 inh 2: 98
  aDG glyco up: 0.0
  Exocytosis inh: 5
  HTR2A ag: -4
  Glyco luc inh: -2
  PDI inh: 3
  Vif inh: 1
  H9c2 protect: 2
  hiPSC survival: -0.4
  CaV13 ICDI inh: -2

Later entries
Molecule	ABCB6 inh 2	aDG glyco up	Exocytosis inh	HTR2A ag	Glyco luc inh	PDI inh	Vif inh	H9c2 protect	hiPSC survival	CaV13 ICDI inh
Cc1nn(C)cc1/C=N/n1nnnc1N	99	-0.1	1	-1	3	2	-3	12	1.8	-6
C=CCNC(=S)N1CCC(C(=O)c2ccc3c(c2)OCCO3)CC1	101	0.7	-1	-3	0	-1	-4	-9	-0.1	8
S=c1[nH]nc(CSCCOc2ccccc2)o1	92	0.0	4	4	1	4	4	-1	0.4	-5
COc1ccc(C(CNC(=O)C(=O)Nc2ccc3c(c2)OCCO3)N2CCN(C)CC2)cc1 (centres undefined)	101	-0.4	-1	-13	-2	0	8	8	-0.1	-6
Cc1c(C(=O)NC(C)C2CC3CCC2C3)cccc1[N+](=O)[O-] (centres undefined)	91	0.0	3	-2	-1	-38	7	0	-0.5	-3
CCCn1c(=O)c2ccccc2n2c(SCC(=O)N3CCc4ccccc4C3)nnc12	102	1.0	7	2	1	1	-9	2	1.5	-5
COc1cccc(CN(C)CC(=O)NCc2ccccc2Cl)c1	100	0.3	-3	-4	-2	-6	18	2	3.1	-3
COc1ccc(NC(=O)c2c[nH]c(=O)n(-c3ccc(C)c(C)c3)c2=O)c(OC)c1	102	-0.3	-8	4	2	-9	14	7	-0.8	-6
CCOC(=O)/C(C#N)=C/C=C1\C=Cc2ccccc2N1CC	132	-0.5	0	-3	0	-5	-3	20	1.6	-40
O=C(CN1C(=O)S/C(=C\C=C\c2ccccc2)C1=O)N1CCOCC1	98	-0.1	3	-2	1	14	0	-1	-0.8	-5
Cn1c(SCc2nc(-c3cccs3)no2)nnc1C1CCCCC1	x	0.4	1	3	6	2	4	-10	3.5	x
CCc1nc(SCC(=O)NCCc2ccccc2)c2oc3ccccc3c2n1	84	1.7	4	3	-2	5	-2	-5	0.5	-8
Cc1cc(NC(=O)CC2(CC(=O)O)CCCC2)n(C)n1	98	-0.1	-5	5	-1	-11	14	0	1.3	-21
CCSc1nnc(NC(=O)COc2ccc(Cl)cc2)s1	99	-0.3	0	0	2	4	3	-7	-1.3	-7
CC[C@@H](C)[C@H](CN[C@H](CNC)C(C)C)NC[C@@H](C)c1ccc(CC(C)C)cc1	98	4.3	3	-8	-23	-6	2	-12	-2.8	-10
COc1ccc(-c2noc(CSc3nc(-c4ccccc4)cc(=O)[nH]3)n2)cc1	103	0.0	-5	1	2	8	-2	-6	5.7	x
O=C(Cn1cnc2ccc(Cl)cc2c1=O)c1cccs1	94	0.4	-2	-4	1	4	28	12	6.1	-5

Source: PubChem BioAssay
